Screening results from PubChem BioAssay.
DTT redox prof: compounds producing H2O2 with reducing agent – biochemical, NIH compound library profiling, artefact control for MLSCN library redox annotation, primary screen. DTT-dependent redox cycling H2O2, phenol red/HRP absorbance; 100% = 100 µM peroxide control, 0% = buffer. 200,000 compounds, 0.03% hits. activation, % at 10 µM;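 active = activation of at least 50% relative to the plate's high and low controls in the primary single-dose screen; inactive = activation below 50%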;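 note: compound incubated with DTT at 0.8 mM final as the reducing agent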
PMI act satM6P: human PMI activators, high substrate, primary screen, biochemical, fluorescence intensity, near-saturating mannose 6-phosphate; AID 1216, 2008; activation factor at 20 µM; Mannose-6-phosphate isomerase (Homo sapiens), P34949; 190,000 compounds, 0.34% hits; coupled PMI enzyme assay, resazurin fluorescence, 20 min; stronger effect = higher value; 1 = untreated enzyme, 0 = substrate-free blank;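 active = activation factor of 2 or more at 20 µM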
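assay system = human phosphomannose isomerase with PGI, G6PDH, diaphorase coupling enzymes | quantity = 15 ng/mL PMI | incubation = enzyme reaction with compound 20 min at room temperature | medium = HEPES pH 7.4 buffer with MgCl2 and Tween-20 | compound dosing = one concentration, 20 µM, in 1% DMSO | measured by = Diaphorase-driven resazurin-to-resorufin fluorescence, excitation 544, emission 590 nm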
PMI act: activators of human PMI, primary screen, biochemical, fluorescence intensity, near-Km mannose 6-phosphate | AID 1214, 2008 | activation factor at 20 µM | purified human PMI, coupled resazurin fluorescence, 20 min; stronger effect = higher value; 1 = vehicle control, 0 substrate-free wells | 190,000 compounds, 0.005% hits | Mannose-6-phosphate isomerase (Homo sapiens), P34949;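 active = activation factor of 2 or more at 20 µM, relative to plate controls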
S1P3 antag: S1P3 receptor antagonists, primary screen, cell-based; 170,000 compounds, 0.27% hits; CHO S1P3 NFAT-BLA reporter, FRET fluorescence, antagonist mode; inhibition, % at 4.98 µM; Sphingosine 1-phosphate receptor 3 (Homo sapiens), Q99500;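 active = inhibition above the plate cutoff, the mean inhibition of test wells on that plate plus 3 SD, cut at about 28% in these data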;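 note: cells challenged with S1P at its EC80 of 0.8 µM; blue over green emission ratio from cleaved BLA substrate after 4 h stimulation; 0% = S1P-stimulated wells and 100% = unstimulated DMSO-only wells; some compounds past the cut are filed as inactive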
Target sequence (Q99500 whole entry, looked up): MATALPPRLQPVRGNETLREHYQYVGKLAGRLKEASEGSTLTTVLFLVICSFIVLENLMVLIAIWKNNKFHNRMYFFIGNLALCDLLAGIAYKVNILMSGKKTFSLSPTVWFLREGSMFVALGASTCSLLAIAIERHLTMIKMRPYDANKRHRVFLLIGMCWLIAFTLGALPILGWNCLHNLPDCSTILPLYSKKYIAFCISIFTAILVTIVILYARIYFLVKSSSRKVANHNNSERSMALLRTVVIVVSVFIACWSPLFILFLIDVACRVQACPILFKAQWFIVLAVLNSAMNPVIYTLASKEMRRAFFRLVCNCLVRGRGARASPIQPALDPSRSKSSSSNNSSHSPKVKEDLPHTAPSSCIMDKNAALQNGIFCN
TNAP inh no acc: human TNAP enzyme inhibitors, primary screen, biochemical, luminescent, no phosphate acceptor, uHTS. Alkaline phosphatase, tissue-nonspecific isozyme (Homo sapiens), P05186. purified TNAP, CDP-star luminescence, 30 min. inhibition, % at 20 µM. 200,000 compounds, 0.26% hits. AID 1012, 2008;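 active = tissue-nonspecific alkaline phosphatase inhibition above about 50% at 20 µM in the single-dose screen, limit read from the data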;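 note: 0% = DMSO negative control and 100% = EDTA positive control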
Target sequence (P05186 whole entry, looked up): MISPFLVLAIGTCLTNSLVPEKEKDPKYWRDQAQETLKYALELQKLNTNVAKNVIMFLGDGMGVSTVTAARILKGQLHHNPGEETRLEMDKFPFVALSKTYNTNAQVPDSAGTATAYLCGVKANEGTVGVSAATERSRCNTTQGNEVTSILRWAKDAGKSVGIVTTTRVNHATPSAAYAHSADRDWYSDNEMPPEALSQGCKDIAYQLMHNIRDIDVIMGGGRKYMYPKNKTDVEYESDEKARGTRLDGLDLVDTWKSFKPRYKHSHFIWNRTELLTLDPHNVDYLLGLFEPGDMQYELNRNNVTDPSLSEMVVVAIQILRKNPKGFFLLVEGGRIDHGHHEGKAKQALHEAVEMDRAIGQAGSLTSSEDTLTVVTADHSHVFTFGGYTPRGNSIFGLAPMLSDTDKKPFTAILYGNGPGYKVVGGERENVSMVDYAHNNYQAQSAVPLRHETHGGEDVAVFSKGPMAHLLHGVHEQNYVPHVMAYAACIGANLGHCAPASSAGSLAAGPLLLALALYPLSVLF
Efa HMGR inh: inhibitors of E. faecalis class II HMGR, primary screen, biochemical, Enterococcus faecalis; HMG-CoA reductase (Enterococcus faecalis, mvaE); purified E. faecalis HMGR, NADPH absorbance 340 nm kinetic; inhibition, % at 10 µM; 190,000 compounds, 0.41% hits;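 active = inhibition above a set limit, the median over all tested compounds plus 3 SD, cut at about 9.5% in these data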;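 note: enzyme runs in reverse so mevalonate oxidation gives rising NADPH absorbance; 0% = complete reaction with DMSO and 100% = background rate lacking mevalonate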
Lmaj promast: Leishmania major promastigote growth inhibition, primary screen; Leishmania major promastigotes, resazurin fluorescence viability; inhibition, % at 10 µM; 200,000 compounds, 9% hits; AID 1063, 2008; in the data active = inhibition above about 50%;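 note: promastigotes grown with compound for 44 hours at 28 °C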
TNAP inh hiacc: human TNAP enzyme inhibitors, primary screen, biochemical, luminescent, high phosphate acceptor level, uHTS | Alkaline phosphatase, tissue-nonspecific isozyme (Homo sapiens), P05186 | purified TNAP, CDP-star luminescence, 1 M DEA | inhibition, % at 20 µM | 200,000 compounds, 0.03% hits;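 active = over 50% inhibition of tissue-nonspecific alkaline phosphatase at 20 µM in the single-dose screen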;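 note: plate controls were DMSO wells for no effect and EDTA-quenched wells as full inhibition for full effect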
Hsp70 act: Hsp70 transcriptional activators, primary screen, cell-based, HeLa, Hsp70 promoter luciferase, luminescence, 10 µM | HeLa Hsp70 promoter luciferase reporter; scaled: vehicle 0, proteasome-inhibitor control 100% | activation, % at 10 µM | 200,000 compounds, 0.04% hits;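 active = activation above the mean across all tested compounds plus 3 SD, cutoff set per campaign, cut at about 5.5% in these data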;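 note: 100% = MG132 at 30 µM as the positive control and 0% = DMSO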
RAM network inh: inhibitors of the yeast RAM network, primary screen, dse1pr::URA3 reporter, 5-FOA selection; S. cerevisiae dse1pr::URA3 reporter, 5-FOA growth OD615, 2 d; analog-sensitive cbk1-as2 kinase mutant strain; inhibition, % at 50 µM; 190,000 compounds, 1.8% hits; AID 868, 2007;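 active = inhibition above a set limit, 3 SD over mean compound inhibition, cut at about 8.4% in these data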;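 note: 0% = DMSO-only wells with no growth and 100% = 10 µM 1-NA-PP1 full growth; inhibition rescues growth on 5-FOA so higher OD means more RAM inhibition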
Active calls of the source: *; . = not tested or not shown. No enrichment for hits. About 12% of those tested had a hit in this group.

SMILES	DTT redox prof	PMI act satM6P	PMI act	S1P3 antag	TNAP inh no acc	Efa HMGR inh	Lmaj promast	TNAP inh hiacc	Hsp70 act	RAM network inh
CN=C1SC(CC(=O)Nc2ccc(C(=O)O)cc2)C(=O)N1C (stereo unspecified)	-0.1	1.1	1.1	.	-14	0	-2	-2	-0.1	-1.4
CCOC(=O)Nc1ccccc1C(=O)N1CCOCC1	-1.3	0.9	0.9	2	-6	-2	-4	-4	-0.4	3.0
CCCN(CCC)S(=O)(=O)c1ccc(C(=O)O)cc1	0.0	1.2	1.1	7	-2	2	-9	0	-0.1	1.7
O=C(Nc1ccccc1C(F)(F)F)c1ccccn1	0.1	1	1.1	-7	-8	-1	-2	-2	-0.2	0.6
COc1ccc(N2CCN(C(=O)CCS(=O)(=O)c3cccc4nsnc34)CC2)cc1	0.1	0.7	0.9	-15	-17	-3	3	0	-0.3	-0.2
Cc1ccc(C2CC(C(F)(F)F)n3nc(C(=O)Nc4c(C)n(C)n(-c5ccccc5)c4=O)cc3N2)cc1 (stereo unspecified)	-0.9	1	1.1	-49	0	3	-9	3	0.1	9.9*
CC(=O)N1CCN(C2=Nc3cccc4cccc2c34)CC1	-0.6	0.5	0.7	-3	-4	0	-2	0	-0.2	0.3
COc1ccc(C2C3=C(CCCC3=O)Nc3nc(C(F)(F)F)nn32)c(OC)c1OC (stereo unspecified)	-0.9	1.1	1	5	-4	2	-5	1	-0.3	0.4
CC(=O)Nc1ccc(/C=N/NC(=S)NC(C)C)cc1	-0.2	1.1	1.1	-8	-12	-1	-8	-1	-0.2	1.6
Brc1c(-c2ccc3c(c2)OCO3)nc2ncccn12	-0.4	1.1	1	-17	-6	-4	-1	-6	0.4	-0.6
CCOC(=O)/C(=N/Nc1ccccc1)c1csc(Nc2ccccc2)n1	0.3	0.9	0.9	.	-12	-7	8	1	0.6	16*
Cc1ccc(C(C(=O)NC2CCCC2)N2CCCCC2)cc1 (stereo unspecified)	-2.1	0.9	0.9	-11	-10	4	2	-3	-0.1	2.3
Cc1csc(NC(=O)CSc2ccc(-c3ccc(F)cc3)nn2)n1	-0.2	1	0.9	-30	-11	0	8	-6	0.0	4.7
COC(=O)CCSCC(=O)Nc1cc(C)on1	1.6	1	1	-7	-20	3	-5	1	-0.1	-0.3
Cc1c(N=C2N=C(NC(=O)Nc3ccc(Cl)cc3)c3ccccc32)c(=O)n(-c2ccccc2)n1C	0.1	1.2	1.1	40*	4	-9	-4	5	0.4	2.7
O=C(COC(=O)CCc1c[nH]c2ccccc12)Nc1ccc([N+](=O)[O-])cc1	1.4	0.9	0.9	13	-9	1	-4	-6	-0.4	1.1
Cc1ccc(C(=O)/C=C2/NC(=O)CS2)cc1	3.8	1.1	1.1	.	-16	-2	13	0	0.7	-0.2
O=S(=O)(Nc1cccnc1)c1cccc(Cl)c1	0.0	1	0.9	.	21	-1	-4	17	0.1	0.7
CCOc1cc(/C=N/NC(=O)c2cc(C)[nH]n2)ccc1OC(=O)c1ccc([N+](=O)[O-])cc1	-4.2	0.9	0.9	.	-12	-2	-3	-3	-0.3	7.2
Cc1nc2c(cc(Oc3ccc(S(=O)(=O)N4CCOCC4)cn3)c3ccsc32)s1	-0.8	0.8	1	9	-6	-1	4	-1	-0.2	2.4
Nc1nc(SCc2ccccc2)[nH]c(=O)c1-c1ccccc1	-0.8	0.9	0.9	-14	-8	-1	-3	-3	0.0	2.6
CC1CCCN(CCOCCOc2ccc(Br)cc2Cl)C1 (stereo unspecified)	-0.5	1	1	10	0	-3	97*	-2	-0.4	-0.5
Cc1csc(NC(=O)CS(=O)(=O)Cc2ccccc2)n1	-1.9	1	1	-4	-5	-3	-6	-1	-0.1	3.1
O=C(O)C1C2C=CC(C2)C1C(=O)NCc1ccco1 (stereo unspecified)	-0.5	1	1.1	-9	-2	-2	-8	-6	0.2	0.1
COc1ccc(NC(C)C(=O)Nc2cc(C(F)(F)F)ccc2N2CCOCC2)c(OC)c1 (stereo unspecified)	0.3	0.8	0.8	0	-11	2	72*	0	-0.4	3.0
C=CCN(CC=C)CCCOc1ccc(C)cc1OC	-0.1	1	0.9	1	-7	3	14	0	-0.2	3.5
COc1cccc(NC(=S)NN2CCN(C)CC2)c1	-7.5	0.9	1	.	-9	-4	-4	-4	-0.3	2.0
COC(=O)C(C)Sc1nnc2n(-c3cccc(C)c3)c(=O)c3c4c(sc3n12)CCCC4 (stereo unspecified)	-0.1	1	1	-2	-8	6	7	-3	-0.3	0.7
O=C(Cc1ccccc1)NC(=S)Nc1cccc(C(F)(F)F)c1	-3.8	0.9	0.8	.	2	-4	-2	-6	-0.3	3.1
CCCCOc1ccc(C(=O)OCC(=O)Nc2cc(C)c(C)cc2[N+](=O)[O-])cc1	1.0	1	1	-3	-6	2	45	-5	-0.4	11*
CC(C)(C)NC(=O)c1cc([N+](=O)[O-])ccc1N1CCCCC1	-0.2	1.1	1	-19	16	-5	-2	11	-0.6	1.4
O=c1oc(/C=C/c2ccco2)nc2sc3c(c12)CCC3	1.2	1	1	.	-9	-4	-4	-1	-0.3	2.7
CCNC(=O)COc1cccc(C(=O)NCc2ccccc2)c1	0.2	0.9	0.9	-3	-18	-3	51*	-1	-0.3	0.4
O=C(NCc1cccnc1)c1c(O)c2cccc3c2n(c1=O)CCC3	-0.9	1.3	1.1	-10	-5	-5	-4	-2	-0.4	-0.5
CC1(C)CC(=O)C(C=NC2CCCCC2)=C(O)C1	-0.1	1	1	0	-6	5	-8	-3	-0.2	-0.7
Cc1ccc(CN2CC(C(=O)Nc3ccc4c(C)cc(=O)oc4c3)CC2=O)cc1 (stereo unspecified)	-0.2	1	1.1	-1	-13	-1	4	-3	0.0	5.3
Nc1ccc(Nc2ccccc2)c(Cl)c1	-0.3	1	0.9	22	-13	-4	4	-6	0.0	2.6
COCc1cc(C)nc2sc3c(=O)n(Cc4ccco4)nnc3c12	-1.4	0.9	0.9	-37	-4	-11	-7	-3	-0.2	0.9
CCOC(=O)C1C(=O)NC(c2ccccc2)=NC1c1ccc(Br)cc1 (stereo unspecified)	-0.2	1	1	-12	-13	-1	17	-2	-0.4	1.7
CN(C)CCCNC(=O)c1cc(C(=O)C2CCCCC2)c[nH]1	-2.1	1	1.1	-4	-15	17*	-4	-2	-0.3	1.1
O=C1OC2CC3CC1CC(O)(C3)C2 (stereo unspecified)	-5.0	1.1	1.1	-40	2	-8	-3	-2	-0.1	3.2
COc1cccc(NC(=O)c2ccccc2NS(C)(=O)=O)c1	-0.3	1	1	4	-12	1	-1	-1	-0.1	2.6
O=C(Cn1cc([N+](=O)[O-])cn1)Nc1ccc(Cn2cc(Br)cn2)cc1	0.4	1	0.9	-8	-6	4	-7	-3	-0.2	0.8
CC1=C(C(=O)N2CCN(c3cc(C)ccc3C)CC2)C2(CCC(C)CC2)OC1=O (stereo unspecified)	0.8	1.1	1.1	-10	0	6	-2	-4	-0.1	0.8
CCn1c(C)c(C(C)=O)c(N2CCCC2)nc1=S	0.8	1	1	9	-15	-1	-2	-9	-0.1	2.9
Cc1cc(=O)oc2cc(OCc3cc4c(cc3Cl)OCO4)ccc12	1.7	1.1	1	.	-10	-1	-7	-6	-0.3	1.5
COc1ccc(-n2nnnc2SCC(=O)Nc2cccc(C)n2)cc1OC	2.5	1.1	1	-52	-6	-11	-3	3	-0.3	-0.1
CCOC(=O)C1(Cc2cccc(OC)c2)CCCN(Cc2cnn(C)c2)C1 (stereo unspecified)	0.3	1.1	1	-2	-6	-4	0	-2	-0.2	2.0
CCCCCCCNC1=CC(=O)CC(c2ccco2)C1 (stereo unspecified)	2.8	0.9	1	.	-4	2	33	1	-0.2	2.6
Nc1ccc(N(CCO)CCO)cc1	-0.8	1	1	-6	-13	-2	-5	-3	0.0	2.0
CCS(=O)(=O)N1Cc2ccccc2CC1C(=O)Nc1nc(C)cs1 (stereo unspecified)	-0.8	1.1	1.1	-4	-17	1	6	-5	0.2	2.2
CCOc1ccccc1N1CCN(C(=O)Nc2ccc(F)c(Cl)c2)CC1	-2.2	0.8	0.8	7	-7	0	47	-5	-0.3	0.2
CCOC(=O)c1ccc(COC(=O)c2cc3ccccc3oc2=O)o1	0.7	1	0.9	-12	-4	-1	-4	3	-0.1	2.2
CCC/C(O)=C1\C(=O)CC(C)(C)CC1=NCCO	-2.4	1	1.1	-13	-9	3	-6	-1	-0.3	1.3
COc1cc(NC(=O)CCC(=O)OCCCC(F)(F)C(F)(F)F)nc(OC)n1	-0.9	0.9	0.9	-19	-6	-1	-3	-1	-0.4	0.3
O=C(NCc1cccnc1)c1nnc(Cc2ccc(F)cc2)o1	-1.3	1	1.1	-11	21	0	-7	-5	.	0.7
CCNC(=O)O/N=C(\C)c1sc(-c2ccccc2)nc1C	1.7	0.9	0.9	.	-4	-6	0	-2	0.7	-0.1
COc1ccc(S(=O)(=O)n2nc(OC(=O)c3ccccc3)cc2N)cc1	1.6	1	0.9	-16	-9	0	-6	-5	-0.1	3.2
O=C(c1ccc2ccccc2c1)N1CCN(c2ccc([N+](=O)[O-])c(N3CCOCC3)c2)CC1	-0.6	0.9	1	.	9	-2	8	4	0.1	4.5
Cc1ccc(Oc2nsnc2N2CCOCC2)cc1	-0.2	1	1	5	-8	2	4	-3	-0.1	-0.2
CCC(C)(NC(=O)c1cccc(N2C(=O)CSC2c2ccccc2)c1)C(=O)Nc1ccccc1C (stereo unspecified)	-4.5	1	1.1	.	-7	3	18	1	-0.1	1.6
N#CC(C#N)=C1NC2(CCCC2)Cc2ccccc21	0.3	1.1	1.1	3	-17	-6	85*	3	-0.3	0.3
COc1ccc(CN2CCC(C(=O)N3CCCC(C)C3)CC2)cc1OC (stereo unspecified)	-0.3	0.9	0.9	-19	-11	5	-7	-8	0.1	-0.6
